TNF death inh: TNF-alpha cell death inhibition in Jurkat FADD-/- cells; activation (protection from cell death), % at 10 µM; Jurkat FADD-/- TNF necroptosis rescue, ATP luminescence, 24 h; 0 = TNF only, 100 = no-TNF cells; AID 463075; 220,000 compounds, 0.068% hits;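 active means activation, meaning protection from cell death, of at least 50% relative to plate controls; inactive means activation below 50%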;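 further: necroptosis triggered by 40 ng/mL TNF-alpha added together with compound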
PPC-1+TRAIL kill: kills PPC-1 cancer cells in the presence of TRAIL; PPC-1 cells + TRAIL, ATPLite viability luminescence; cell killing (% activity), % at 4 µM; 220,000 compounds, 0.41% hits; AID 1443;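 active means cell killing above 50% in the first pass at 4 µM, then a duplicate retest at 5 µM averaging 50% or more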;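 further: plate controls were cells with TRAIL plus DMSO for no effect and medium-only wells lacking cells for full effect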
Wee1 stabilizer: blocks degradation of human Wee1 kinase | P30291 | HeLa Luc-Wee1K328M stability, luciferase luminescence; 100% = proteasome inhibitor MG132 effect | reporter increase, % at 5 µM | 220,000 compounds, 1.2% hits | AID 1321;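 active means activation above the mean of all tested compounds plus 3 SD, set per screening run, cut at about 8.8% in these data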;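 further: cells exposed to compound for 20 h before luminescence read; 0% = DMSO alone and 100% = MG132 at 30 µM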
BaF3 tox: counter-screen for JAK2V617F inhibitors: parental Ba/F3 viability inhibitors; CellTiter-Glo ATP luminescence; inhibition, % at 5.6 µM; 220,000 compounds, 1.1% hits; AID 1486;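 active means inhibition above a per-campaign cutoff, the mean inhibition of all tested compounds plus 3 SD, cut at about 27% in these data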;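 further: 0% = DMSO wells and 100% = JAK Inhibitor I control wells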
RBBP9 inh: inhibitors of human serine hydrolase RBBP9; inhibition, % at 7.94 µM; 220,000 compounds, 0.2% hits; recombinant RBBP9, FP-Rh probe fluorescence polarization;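 active means inhibition above the campaign mean of all tested compounds plus 3 SD, cut at about 14% in these data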;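 further: plate controls were DMSO wells with RBBP9 for no effect and wells lacking RBBP9 protein for full effect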
Target sequence (O75884 whole entry, looked up): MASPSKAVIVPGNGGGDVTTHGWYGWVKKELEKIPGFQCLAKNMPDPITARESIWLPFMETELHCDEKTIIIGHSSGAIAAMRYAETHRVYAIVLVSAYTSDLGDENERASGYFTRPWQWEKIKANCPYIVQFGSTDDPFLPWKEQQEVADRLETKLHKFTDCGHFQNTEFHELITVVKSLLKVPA
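System: RBBP9 protein / Quantity: 2.5 µM RBBP9 dispensing solution, before mixing / Also added: Serine-hydrolase probe FP-Rh, 375 nM pre-mixing / Dosing: 7.94 µM single dose, 0.794% DMSO / Timing: enzyme-compound preincubation 30 min, then probe labeling 45 min, 25 °C / Signal: FP readout at 525/598 nm / Controls: DMSO-treated enzyme wells and wells lacking RBBP9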
Ba/F3 V617F tox: lowers viability of Ba/F3 cells expressing EpoR and JAK2V617F; ATP luminescence; inhibition, % at 5.6 µM; 220,000 compounds, 1.1% hits;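 active means inhibition above the campaign mean plus 3 SD over all tested compounds, cut at about 24% in these data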;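 further: cytokine-independent growth of Ba/F3 cells driven by EpoR plus mutant JAK2; 0% = DMSO-treated cells and 100% = JAK inhibitor I control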
zfTRPN1 agonist: agonists of zebrafish TRPN1 channel. HEK293 zebrafish TRPN1-YFP, Fluo-8 calcium fluorescence; 100% = response to 87 µM carbachol. activation, % at 3 µM. 220,000 compounds, 0.18% hits. AID 1424;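 active means activation above its plate's cutoff, the mean activation of test wells on that plate plus 3 SD, cut at about 19% in these data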;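 further: 0% = DMSO alone and 100% = 87 µM carbachol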
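Control set: carbachol 87 µM as high control, DMSO as low control; system: HEK293 stable line with zebrafish TRPN1-YFP; read-out: % activation versus carbachol response; detection: intracellular calcium fluorescence with Fluo-8; doses: single test compound dose, 3 µM nominal, 0.3% DMSO; schedule: dye 1 h 37 °C plus 30 min RT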
TRPML3 ag: agonists of human TRPML3 channel; activation, % at 3 µM; Q8TDD5; HEK293 TRPML3-YFP, Fluo-8 calcium fluorescence; 100% = the carbachol control signal; 220,000 compounds, 0.29% hits;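 active means activation above its plate's cutoff, the mean activation of the plate's test wells plus 3 SD, cut at about 12% in these data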;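 further: 0% = DMSO only wells and 100% = carbachol wells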
Target sequence (Q8TDD5 whole entry, looked up): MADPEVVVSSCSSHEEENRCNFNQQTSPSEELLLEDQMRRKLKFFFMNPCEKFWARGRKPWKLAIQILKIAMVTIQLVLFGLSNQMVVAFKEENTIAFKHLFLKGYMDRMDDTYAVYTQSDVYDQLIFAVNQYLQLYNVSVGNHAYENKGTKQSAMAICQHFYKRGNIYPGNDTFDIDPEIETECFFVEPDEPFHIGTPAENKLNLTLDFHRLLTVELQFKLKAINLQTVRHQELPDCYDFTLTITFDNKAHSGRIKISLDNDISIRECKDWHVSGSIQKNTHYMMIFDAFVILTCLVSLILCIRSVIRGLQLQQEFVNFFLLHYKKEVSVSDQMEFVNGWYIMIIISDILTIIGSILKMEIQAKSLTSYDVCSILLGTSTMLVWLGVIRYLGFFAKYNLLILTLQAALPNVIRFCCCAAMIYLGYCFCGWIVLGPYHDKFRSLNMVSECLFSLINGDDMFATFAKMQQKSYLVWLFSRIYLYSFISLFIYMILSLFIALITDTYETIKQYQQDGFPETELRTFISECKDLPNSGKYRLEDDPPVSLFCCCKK
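Material: HEK293 cells stably carrying human TRPML3-YFP; compound dosing: single dose, 3 µM final nominal compound, 0.3% DMSO final; incubation: 1-h 37 °C dye load, 5-s basal, 120-s post-compound reads; technique: Fluo-8 intracellular calcium fluorescence, excitation 470-495 nm, emission 515-575 nm; read-out basis: percent activation from peak-to-basal fluorescence ratio, scaled between DMSO and carbachol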
CHOP inh: inhibitors of CHOP induction in ER stress response; AID 2732; CHO-K1 CHOP-promoter luciferase, tunicamycin-induced, 15-18 h; 220,000 compounds, 3.8% hits; inhibition, % at 10 µM;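 active means compounds that reduced the stress-induced luciferase reporter signal by more than about 70% of percent inhibition, limit read from the data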;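 further: 0% = tunicamycin plus vehicle and 100% = wells without tunicamycin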
Starred values were filed as active, the others as inactive; nt = no result given; [ ] = remark or other dose.

No. | canonical_smiles | Wee1 stabilizer | zfTRPN1 agonist | Ba/F3 V617F tox | TRPML3 ag | PPC-1+TRAIL kill
1 | Fc1ccc(-c2ccc(-c3nn4c(-c5ccco5)nnc4s3)o2)cc1 | 2 | -2.1 | 5 | -0.8 | 19
2 | Cn1c(=O)c(C(=O)CN2CCCCC2)c(N)n(Cc2ccccc2)c1=O | -1 | 2.7 | -2 | 1.1 | 4
3 | COc1ccc(N2CC(C(=O)OCC(=O)c3ccc(C)cc3)CC2=O)cc1 (centres undefined) | 2 | -1.3 | -2 | -0.4 | 0
4 | COc1ccc(N2C(=O)C(Cl)=C(Oc3cccc(OC)c3)C2=O)cc1 | 0 | 1.8 | 0 | -0.2 | 38
5 | COC(=O)c1cccc(NC(=O)c2cccnc2)c1 | 1 | -2.0 | 3 | 0.7 | 34
6 | COc1ccccc1-c1noc(CCCC(=O)Nc2ccc(C(N)=O)cc2)n1 | -1 | -0.3 | -6 | 0.3 | 2
7 | O=Nc1c(-c2cccc([N+](=O)[O-])c2)nc2ncccn12 | 2 | 0.1 | -6 | 0.0 | 31
8 | O=C(O)CN=C(NS(=O)(=O)c1ccc(Cl)cc1)c1ccccc1 | -1 | -1.1 | -3 | 0.1 | 12

No. | BaF3 tox | CHOP inh | TNF death inh | RBBP9 inh
1 | 3 | 50 | -1.5 | -7
2 | -4 | -2 | 2.9 | -2
3 | 7 | -14 | 0.1 | -1
4 | 7 | 106* | -13 | -2
5 | 6 | nt | 0.1 | 1
6 | -3 | 9 | 1.5 | 3
7 | 0 | 34 | -24 | 21*
8 | 2 | -13 | 1.1 | 9

Entries by screen from the list:
TNF death inh, nos. 2 to 5: 2.9, 0.1, -13, 0.1
BaF3 tox, nos. 2 to 5: -4, 7, 7, 6

Copied from the list:
#7 – zfTRPN1 agonist: 0.1
#1 – TNF death inh: -1.5
#4 – PPC-1+TRAIL kill: 38
#6 – PPC-1+TRAIL kill: 2
#8 – zfTRPN1 agonist: -1.1

Following part:
No. | canonical_smiles | Wee1 stabilizer | zfTRPN1 agonist | Ba/F3 V617F tox | TRPML3 ag | PPC-1+TRAIL kill
9 | CCOC(=O)Cc1csc(NC(=O)Cc2cccs2)n1 | -3 | 3.0 | 2 | 1.5 | 18
10 | COc1cc2nc(CN(C)Cc3ccc(C(C)(C)C)cc3)[nH]c(=O)c2cc1OC | 0 | 0.3 | 1 | -0.3 | 59*[5 µM]
11 | Cc1cc(=O)oc2cc(OCC3CC(c4ccc(Br)cc4)=NO3)ccc12 (centres undefined) | -1 | 0.8 | -5 | 0.7 | 6
12 | O=C1CCCC2(O)C1C(c1cccc(Br)c1)NC(=O)N2Cc1ccccc1 (centres undefined) | -2 | -0.3 | -2 | 0.7 | 7
13 | CCC(C)(C)NC(=O)C(c1cccn1C)N(Cc1ccc(OC)cc1)C(=O)Cn1nnc2ccccc21 (centres undefined) | 2 | -1.2 | 3 | -0.7 | 29
14 | O=S1(=O)CC(O)C(N(CCO)C(=S)Nc2ccccc2)C1 (centres undefined) | 1 | 0.4 | -2 | 0.5 | 9
15 | COc1cc(NC(=S)NC(C)(C)C)c(OC)cc1Cl | -2 | -1.6 | 3 | -0.3 | -6
16 | CSc1ccc(NC(=O)Nc2cccn(Cc3ccccc3F)c2=O)cc1 | 0 | 4.0 | -1 | 0.9 | nt

No. | BaF3 tox | CHOP inh | TNF death inh | RBBP9 inh
9 | 2 | 0 | 4.5 | 0
10 | 9 | 3 | -2.2 | 0
11 | 3 | 17 | -2.2 | -6
12 | 4 | -3 | 0.7 | -2
13 | 6 | 103* | 0.5 | -4
14 | -2 | 3 | 0.8 | -5
15 | 3 | 12 | 0.2 | -12
16 | 8 | 59 | -11 | -9

Arranged by formula weight (low to high): some entries from above.
No. | canonical_smiles | Wee1 stabilizer | zfTRPN1 agonist | Ba/F3 V617F tox | TRPML3 ag | PPC-1+TRAIL kill
9 | CCOC(=O)Cc1csc(NC(=O)Cc2cccs2)n1 | -3 | 3.0 | 2 | 1.5 | 18
14 | O=S1(=O)CC(O)C(N(CCO)C(=S)Nc2ccccc2)C1 (centres undefined) | 1 | 0.4 | -2 | 0.5 | 9
16 | CSc1ccc(NC(=O)Nc2cccn(Cc3ccccc3F)c2=O)cc1 | 0 | 4.0 | -1 | 0.9 | nt
10 | COc1cc2nc(CN(C)Cc3ccc(C(C)(C)C)cc3)[nH]c(=O)c2cc1OC | 0 | 0.3 | 1 | -0.3 | 59*[5 µM]

No. | BaF3 tox | CHOP inh | TNF death inh | RBBP9 inh
9 | 2 | 0 | 4.5 | 0
14 | -2 | 3 | 0.8 | -5
16 | 8 | 59 | -11 | -9
10 | 9 | 3 | -2.2 | 0

The list goes on.
No. | canonical_smiles | Wee1 stabilizer | zfTRPN1 agonist | Ba/F3 V617F tox | TRPML3 ag | PPC-1+TRAIL kill
17 | CC(C)(C)c1nnc(NC(=O)c2cc(-c3ccccc3)nc3ccccc23)s1 | -1 | -0.3 | -3 | -0.1 | 19
18 | CCCC(=O)Nc1ccc(Cl)c(NC(=O)C(C)(C)C)c1 | 0 | 1.0 | -2 | 0.6 | 20
19 | CCOC(=O)C(Cc1c(F)cccc1Cl)c1ccnc2nc(N)nn12 (centres undefined) | 1 | -0.5 | 1 | 0.3 | 6
20 | Cc1cccc(OC(=O)NCCOC(=O)N(O)c2ccc(Cl)cc2)c1 | 3 | 1.9 | 2 | 0.0 | 22
21 | COc1cc(CN(C(=S)NCC(=O)O)C2CCCC2)cc(OC)c1OC | 0 | 0.1 | -5 | 0.5 | 18
22 | COc1ccc2[nH]c(C)c(CCNC(=S)Nc3cc(C)ccc3C)c2c1 | -3 | 0.5 | -3 | -0.3 | -10
23 | Cc1ccc(NC(=O)Nc2cc(S(C)(=O)=O)ccc2Cl)cc1 | -1 | -1.8 | 2 | -0.9 | 11
24 | COC(=O)c1sccc1NC(=O)c1ccc(OC)cc1OC | 1 | 1.9 | 6 | 0.5 | 18

No. | BaF3 tox | CHOP inh | TNF death inh | RBBP9 inh
17 | -1 | 74* | -1.9 | -7
18 | 1 | -11 | -0.4 | -1
19 | 0 | 7 | -3.6 | -4
20 | 10 | 28 | 1.9 | -4
21 | 4 | 3 | 0.6 | -2
22 | 5 | 36 | -13 | -9
23 | -3 | 31 | 1.1 | 0
24 | 13 | 30 | 0.7 | -1

Structures listed above marked active in RBBP9 inh:
No.	structure	Wee1 stabilizer	TRPML3 ag	CHOP inh	RBBP9 inh
7	O=Nc1c(-c2cccc([N+](=O)[O-])c2)nc2ncccn12	2	0.0	34	21*

Compound activity: PubChem, several laboratories

Rows are unselected; any-hit rate near 6.8%.
